Screening results as filed in PubChem.
NR2E3 ag-1 – activates human photoreceptor nuclear receptor NR2E3; GST-NR2E3/biotin-RetCOR TR-FRET, 1536-well; AID 2300; inhibition of corepressor binding, % at 4.78 µM; 0.12% of 320,000 active; Q9Y5X4;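 active = percent inhibition above the cutoff of mean plus 3 SD of all tested compounds, set per screening campaign, cut at about 20% in these data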;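 also: 0% = DMSO wells and 100% = biotin wells as full block of FRET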
Target sequence (Q9Y5X4 whole entry, looked up): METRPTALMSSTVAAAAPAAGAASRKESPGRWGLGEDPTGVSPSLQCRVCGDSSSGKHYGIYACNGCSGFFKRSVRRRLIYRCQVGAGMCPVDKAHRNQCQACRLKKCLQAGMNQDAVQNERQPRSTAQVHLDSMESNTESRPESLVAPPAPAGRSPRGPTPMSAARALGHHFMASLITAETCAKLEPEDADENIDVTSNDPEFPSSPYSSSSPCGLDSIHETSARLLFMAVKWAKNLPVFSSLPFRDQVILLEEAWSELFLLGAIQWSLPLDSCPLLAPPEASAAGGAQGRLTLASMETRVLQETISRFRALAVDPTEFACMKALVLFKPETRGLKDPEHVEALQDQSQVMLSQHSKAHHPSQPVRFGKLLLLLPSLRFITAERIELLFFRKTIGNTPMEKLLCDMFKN
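Format: 1536-well format; test system: GST-NR2E3 and biotin-RetCOR proteins; read-out basis: percent inhibition of TR-FRET ratio; timing: 5 h incubation at 4 °C; detection: time-resolved FRET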
MITF TRPM1 inh – inhibitors of MITF-driven TRPM1 promoter in melanoma cells. SK-MEL-5 TRPM1 promoter luciferase, 24 h. inhibition, % at 12.5 µM. 0.83% of 330,000 active;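 active = mean inhibition across replicates of 60% or more, whatever share of single replicates reaches that level; inconclusive = some that reach 60%, reason not given; inactive = mean inhibition across replicates below 60%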; also: values of inactives mirror those of a sister screen read the other way
PDI turbidity – inhibitors of human protein disulfide isomerase. 0.052% of 350,000 active. PDI insulin aggregation turbidity, A650, 90 min. P07237. inhibition, % at 10 µM;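 active = mean inhibition across replicates of 30% or more, whatever share of single replicates reach that level; inconclusive = mean inhibition below 30% while every single replicate reaches 30%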;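 also: absorbance from insulin aggregation driven by PDI reduction with DTT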
Target sequence (P07237 whole entry, looked up): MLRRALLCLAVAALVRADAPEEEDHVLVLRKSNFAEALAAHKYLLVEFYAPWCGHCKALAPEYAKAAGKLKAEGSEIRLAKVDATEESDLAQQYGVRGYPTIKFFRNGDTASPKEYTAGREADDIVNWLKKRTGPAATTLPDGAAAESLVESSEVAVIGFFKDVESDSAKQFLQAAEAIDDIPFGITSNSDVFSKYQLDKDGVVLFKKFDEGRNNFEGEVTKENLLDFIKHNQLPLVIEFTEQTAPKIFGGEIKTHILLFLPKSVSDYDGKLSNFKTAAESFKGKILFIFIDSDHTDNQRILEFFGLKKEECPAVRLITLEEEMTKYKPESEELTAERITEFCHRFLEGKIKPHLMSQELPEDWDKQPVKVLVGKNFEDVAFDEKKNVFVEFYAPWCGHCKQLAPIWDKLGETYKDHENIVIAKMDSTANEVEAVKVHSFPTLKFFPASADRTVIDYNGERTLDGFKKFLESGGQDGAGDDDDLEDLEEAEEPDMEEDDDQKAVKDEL
NR2E3 ag-2 – agonists of human NR2E3 nuclear receptor; Q9Y5X4; CHO-S Gal4-NCOR/VP16-NR2E3 two-hybrid, luciferase; inhibition of corepressor binding, % at 3.98 µM; 0.35% of 360,000 active; AID 602229;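 active = inhibition above the mean of all tested compounds plus 3 SD, cut at about 70% in these data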;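 also: 0% = DMSO with NR2E3 transfected cells and 100% = cells lacking NR2E3 construct; higher means lower luciferase signal from less NR2E3 corepressor binding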
Peg3 prom inh – inhibitors of Peg3 promoter | HeLa PEG-Prom luciferase reporter, luminescence, overnight | inhibition, % at 20 µM | 1.7% of 360,000 active;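 active = inhibition of at least 50% at 20 µM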
Vif inh – HIV Vif inhibition. HEK293T cells, Vif self-association by quenched fluorescence, imaging, 24 h. inhibition, % at 7.49 µM. 0.35% of 340,000 active. AID 602346; in the data active = inhibition above about 50%, passing the limit was not always enough; inconclusive = no clear call, values can overlap the other calls; inactive = below about 31%; also: some results filed as inactive read as strong as hits
CaV13 ICDI inh – Disruptors of the CACNA1D IQ motif to Ca2+-dependent inactivation inhibitor domain association, primary screening, Förster resonance energy transfer in intact living …. HEK cells, CFP/YFP FRET ICDI-IQ, plate reader, 10 min; percent FRET-ratio fall versus neutral wells. inhibition, % at 12.3 µM. 0.098% of 340,000 active;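 active = mean replicate inhibition of at least 30% and at least 1% of replicates passing that level; inconclusive = only one of the two criteria is met; inactive = neither criterion is met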;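 also: 0% = median of the neutral control wells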
iPSC survival up – hiPSC single-cell survival enhancement. ATPlite luminescence; 100% = ROCK inhibitor wells, 0% = DMSO. survival enhancement, % at 20 µM. 0.044% of 360,000 active; in the data active = survival enhancement above about 18%;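 also: cells exposed to compounds for 16 hours before the ATP read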
HIF-2a block – inhibitors of HIF-2a; inhibition, % at 18.8 µM; AID 624352; 786-0 RCC cells HIF-2a reporter, luciferase luminescence, overnight; 0.72% of 360,000 active;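 active = inhibition of the luminescence signal of 40% or more relative to plate controls, in a single-dose primary screen at 18.75 µM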
aDG glyco up – alpha-DG glycosylation activation; Pro5-aDG cells, alpha-DG glycosylation AlphaScreen (IIH6); 0% Pro5, 100% B10-LARGE cell signal; activation, % at 10 µM; 0.22% of 360,000 active;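 active = activation of at least 8% versus controls, or a plate z-score of at least 8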;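 also: Pro5 are CHO cells carrying HIG-tagged alpha-DG that lacks glycosylation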
Exocytosis inh – blocks lytic granule exocytosis; TALL-104 LAMP-1 surface exposure, flow cytometry; cells stimulated with thapsigargin and PMA; inhibition, % at 10 µM; 0.66% of 360,000 active;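 active = inhibition above about 55%, limit read from the data; inconclusive = no clear call, values can overlap the other calls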
Numbers without * were called inactive; ? = inconclusive; nt = not tested or not shown; & = joins results of further samples.

SMILES | NR2E3 ag-1 | MITF TRPM1 inh | PDI turbidity | NR2E3 ag-2 | Peg3 prom inh | Vif inh | CaV13 ICDI inh | iPSC survival up | HIF-2a block | aDG glyco up | Exocytosis inh
NC(COCc1ccccc1)c1csc(Nc2ccc(S(N)(=O)=O)cc2)n1 (stereo unspecified) | nt | nt | 0 | -15 | 4 | 13 | -6 | -2.4 | 13 | 0.2 | -9
CCOc1ccc(S(=O)(=O)N2CCCCC2)cc1NC(=O)Cc1cccs1 | -1 | 34 | -15 | -22 | 20 | -3 | -7 | -0.3 | 8 | 0.3 | -6
CCOC(=O)c1nn(-c2ccc(C)cc2)c(=O)cc1OCC(=O)Nc1cc(C)ccc1OC | 2 | 2 | -13 | 8 | 13 | 7 | -2 | 0.1 | 14 | -0.4 | -10
Cc1noc(C)c1C(=O)Nc1cccnc1 | 1 | -3 | 9 | -30 | 6 | -2 | -11 | -1.1 | 13 | -0.2 | 3
O=C1CC(c2ccccc2)CC(O)=C1C=NCc1ccncc1 (stereo unspecified) | 2 | 2 | 0 | -6 | 6 | 16 | 3 | 1.5 | 17 | -0.4 | -3
C/C(CC(C)C)=N\NS(=O)(=O)c1ccc(C)c([N+](=O)[O-])c1 | -5 | -6 | -1 | -6 | 14 | 2 | -15 | -0.4 | 14 | 0.1 | -6
COc1ccc(S(=O)(=O)N2CCCC(C(=O)O)C2)cc1 (stereo unspecified) | 5 | 4 | 2 | -22 | 2 | 3 | -7 | -0.4 | 8 | -0.1 | -2
COc1ccc(CN2C(=O)C3C4C=CC(C4)C3C2=O)cc1 (stereo unspecified) | 6 | -10 | -1 | -12 | 14 | -14 | -6 | 2.7 | 9 | -0.2 | 1
O=C(NCCO)/C(=C\c1cccc([N+](=O)[O-])c1)NC(=O)c1ccco1 | 2 | -9 | -7 | 3 | 3 | 3 | -1 | -2.0 | 8 | -0.1 | 0
Cc1cc(C)c(NC(=O)CSc2nccn2C)c(C)c1 | -2 | -1 | 0 | 17 | -2 | -6 | -2 | -1.5 | -13 | -0.3 | 2
CC(=O)Nc1ccccc1NC(=O)C/C(C)=N/NC(=O)c1ccc([N+](=O)[O-])c(Cl)c1 | 1 | 5 | 2 | -2 | 3 | 0 | -5 | 2.7 | 7 | 0.2 | -1
CCCN(CCC)S(=O)(=O)c1ccc(NC(=O)Cc2cccs2)cc1 | 4 | -5 | 0 | 12 | 29 | -1 | -4 | 0.1 | 17 | 0.5 | 1
Cc1ccsc1C(=O)NC1CCCN(Cc2ccc(Cl)cc2)C1 (stereo unspecified) | nt | -7 | 2 | -7 | 7 | -2 | nt | -0.5 | -12 | 0.1 | 6
Nc1ccc(C(=O)O)cc1 | 3&5&1 | -2&-4 | 1&10 | 13&9&-20 | 7&-7&2 | -3&-7&-2 | -5&-6 | -2.0&-1.6&-1.9 | 10&17&2 | -0.1&0.0&0.0 | -6&-1&7
COC(=O)C1(C)NC(c2ccco2)C2C(=O)N(c3ccc(F)cc3)C(=O)C21 (stereo unspecified) | -3 | -4 | 4 | 11 | 3 | 1 | 0 | 0.9 | 0 | 0.0 | 14

Just MITF TRPM1 inh and PDI turbidity, for two of the compounds above:
Structure,MITF TRPM1 inh,PDI turbidity
CC(=O)Nc1ccccc1NC(=O)C/C(C)=N/NC(=O)c1ccc([N+](=O)[O-])c(Cl)c1,5,2
CCCN(CCC)S(=O)(=O)c1ccc(NC(=O)Cc2cccs2)cc1,-5,0

(more compounds)
SMILES | NR2E3 ag-1 | MITF TRPM1 inh | PDI turbidity | NR2E3 ag-2 | Peg3 prom inh | Vif inh | CaV13 ICDI inh | iPSC survival up | HIF-2a block | aDG glyco up | Exocytosis inh
Cc1ccc(S(=O)(=O)N2C[C@H]3C(=O)C[C@@H](c4cccc(Cl)c4)N(S(=O)(=O)c4ccc(C)cc4)[C@H]3C[C@H]2c2cccc(Cl)c2)cc1 | nt | nt | 2 | 6 | 1 | 0 | -7 | -0.9 | 3 | -0.1 | 0
C#Cc1ccc(CN2CCN(Cc3ccsc3)C(CCO)C2)cc1 (stereo unspecified) | 4 | 1 | 0 | 3 | 23 | 8 | -6 | -0.2 | 15 | 0.8 | 0
O=C(c1ccc(F)cc1)c1ccc(N2CCCC2)cc1 | 1 | -51 | -11 | -54 | -250 | -17 | nt | -0.9 | -204 | 0.0 | 1
CCN(CC)/C(Sc1ccccc1)=C(\C(Cl)=C(Cl)Cl)[N+](=O)[O-] | 2 | 7 | 23 | 7 | 20 | 2 | 5 | -1.5 | 10 | -0.1 | -1
CCc1ncc(C)nc1CC | 1 | -6 | nt | -25 | 22 | -8 | nt | 1.1 | 7 | 0.1 | 3
CCCCCCCCNC(=O)c1cnccn1 | 2 | 2 | -11 | -33 | -16 | 4 | -4 | -1.4 | -25 | -0.2 | -1
COc1ccccc1N1CCN(S(=O)(=O)c2cccc3nsnc23)CC1 | 4 | -3 | -9 | 17 | 24 | -9 | -8 | 2.2 | 20 | -0.1 | -4
COC(=O)N/N=C/c1ccc(OS(=O)(=O)c2ccc(C)cc2)c(OC)c1 | 0 | -1 | 1 | -1 | 28 | -6 | -2 | 0.0 | 19 | 0.0 | -1
CCn1c(C)nc2cc(N)ccc21 | -2 | -16 | -6 | 21 | 8 | -4 | -14 | -0.4 | -9 | 0.0 | -3
Cc1cccc(C(=O)Oc2ccc3ccc(O)cc3c2)c1 | 0 | -3 | 14 | -19 | 6 | -4 | -4 | -0.7 | 2 | 0.2 | -8
CCN(c1cccc(C)c1)c1nc2ccsc2c(=O)s1 | 5 | 4 | 22 | -1 | 8 | 5 | nt | 2.9 | 6 | -0.2 | 0
Cc1cc(C)nc(NS(=O)(=O)c2ccc(N/C=C\C(=O)c3ccc(Cl)cc3)cc2)n1 | 0 | 3 | 5 | -50 | 14 | 0 | nt | 2.5 | 17 | -0.2 | 6
CCOc1ccc(NC(=S)c2ccc3ccccc3n2)cc1 | 7 | -11 | -9 | -27 | -168 | -6 | -2 | 1.9 | -189 | -0.4 | 2
CC1(C)Cc2ccccc2C(/C(C#N)=N/O)=N1 | 6 | -14 | 10 | -10 | 12 | 0 | -5 | -0.8 | 12 | 0.1 | -4
CN(C)S(=O)(=O)N1CCC(Oc2cccc(C(=O)N3CCCCCC3)c2)CC1 | -2 | 3 | -1 | 0 | 15 | 4 | -7 | -0.1 | -16 | 0.0 | -1

Reformatted with values under each structure: entries from further up.
Value order: NR2E3 ag-1 | MITF TRPM1 inh | PDI turbidity | NR2E3 ag-2 | Peg3 prom inh | Vif inh | CaV13 ICDI inh | iPSC survival up | HIF-2a block | aDG glyco up | Exocytosis inh
- Cc1ccc(S(=O)(=O)N2C[C@H]3C(=O)C[C@@H](c4cccc(Cl)c4)N(S(=O)(=O)c4ccc(C)cc4)[C@H]3C[C@H]2c2cccc(Cl)c2)cc1
    nt | nt | 2 | 6 | 1 | 0 | -7 | -0.9 | 3 | -0.1 | 0
- C#Cc1ccc(CN2CCN(Cc3ccsc3)C(CCO)C2)cc1 (stereo unspecified)
    4 | 1 | 0 | 3 | 23 | 8 | -6 | -0.2 | 15 | 0.8 | 0
- O=C(c1ccc(F)cc1)c1ccc(N2CCCC2)cc1
    1 | -51 | -11 | -54 | -250 | -17 | nt | -0.9 | -204 | 0.0 | 1
- CCN(CC)/C(Sc1ccccc1)=C(\C(Cl)=C(Cl)Cl)[N+](=O)[O-]
    2 | 7 | 23 | 7 | 20 | 2 | 5 | -1.5 | 10 | -0.1 | -1
- CCc1ncc(C)nc1CC
    1 | -6 | nt | -25 | 22 | -8 | nt | 1.1 | 7 | 0.1 | 3
- CCCCCCCCNC(=O)c1cnccn1
    2 | 2 | -11 | -33 | -16 | 4 | -4 | -1.4 | -25 | -0.2 | -1
- COc1ccccc1N1CCN(S(=O)(=O)c2cccc3nsnc23)CC1
    4 | -3 | -9 | 17 | 24 | -9 | -8 | 2.2 | 20 | -0.1 | -4

Following part.
SMILES | NR2E3 ag-1 | MITF TRPM1 inh | PDI turbidity | NR2E3 ag-2 | Peg3 prom inh | Vif inh | CaV13 ICDI inh | iPSC survival up | HIF-2a block | aDG glyco up | Exocytosis inh
CCC(c1nnnn1-c1ccc2c(c1)OCCO2)N1CCN(c2ncccc2C(F)(F)F)CC1 (stereo unspecified) | nt | nt | nt | 12&-19 | nt | nt | -6&-6 | 0.0&-0.3 | 19&10 | -0.1&0.2 | -6&-3
COc1ccc(Nc2nc(-c3ccccc3)cs2)cc1 | 3 | -44 | -3 | -110 | -207 | -3 | -8 | -3.6 | -180 | 0.2 | -5
COc1ccc(C(=O)OCC(=O)Nc2cccc(C(C)=O)c2)cc1OC | -2 | 2 | -2 | -10 | 12 | 10 | -3 | -0.7 | -1 | -0.2 | -2
COc1ccc(C(=O)O)cc1NC(=S)NC(=O)/C=C/c1ccc(C(C)C)cc1 | -4 | -22 | 9 | 1 | -15 | 8 | -5 | 0.6 | -40 | 0.0 | 5
CC(OC(=O)CNC(=O)C12CC3CC(CC(C3)C1)C2)C(=O)Nc1ncc(Cl)cc1Cl (stereo unspecified) | -2 | -9 | 0 | 9 | 13 | 17 | -9 | -1.0 | 2 | 0.1 | -5
Cc1ccc(-n2c(O)c(C=NC3CCS(=O)(=O)C3)c3ccccc3c2=O)c(C)c1 (stereo unspecified) | 3 | 4 | 0 | 17 | 13 | 5 | -4 | 1.3 | 15 | 0.1 | 0
CCCCN1C[C@H](O)[C@@H](O)[C@H](O)[C@H]1CO | 0 | -11 | 15 | -1 | -7 | 0 | -5 | 2.5 | 2 | -0.1 | 24
COc1ccc(CC(=O)Nc2cc(S(=O)(=O)N3CCCCC3)ccc2C)cc1 | nt | 2 | -3 | -4 | 13 | -9 | -6 | 2.1 | 9 | 0.2 | -9
Cc1cc(C)cc(N2C(=O)N(c3ccccc3C)C3CS(=O)(=O)CC32)c1 (stereo unspecified) | 3 | -3 | -8 | -3 | -5 | ? | -5 | -0.8 | 10 | 0.1 | 0
COc1c(Cl)cc(C(=O)NCc2ccco2)cc1Cl | 2 | 1 | -4 | -30 | -17 | 0 | -5 | -0.3 | -1 | 0.2 | 3
Cc1nc(SCC(=O)Nc2ccc3c(c2)OCCO3)nc(C)c1C | 1 | -13 | 9 | 10 | -20 | 12 | 1 | -0.1 | -36 | 1.9 | 0
CCOC(=O)c1cccc(NC(=O)c2ccccc2C)c1 | -1 | -12 | -1 | -28 | -14 | 0 | -4 | -2.5 | -49 | 0.6 | 0
CCN(CC)CCNC(=O)c1cc2ccccc2nc1Cl | 2 | 3 | 1 | -27 | 4 | -4 | 6 | 1.3 | 15 | 0.2 | 4
COc1ccc(C(CNC(=O)c2ccc(-c3ccccc3)cc2)N(C)C)cc1OC (stereo unspecified) | -2 | -19 | -1 | -12 | 12 | 1 | -5 | -0.6 | -16 | 0.0 | -6
CC(=O)n1nc(-c2ccc(C)cc2)nc1NCc1ccc(F)cc1 | nt | -37 | -2 | -34 | -155 | -1 | -2 | -0.3 | -174 | -0.1 | 2
